Growth percent in the NCI-60 one-dose screen (48 h, 10 µM unless noted): 100 = growth as untreated, 0 = no growth, -100 = all killed.
SW-620 – SW-620 colon cancer | 82,000 compounds, 5.2% hits
SNB-75 – SNB-75 CNS cancer; 79,000 compounds, 5% hits; AID 1794750
KM12 – KM12 colon cancer cells. 82,000 compounds, 5% hits. AID 1794800
HCC-2998 – HCC-2998 colon cancer; AID 1794799; 79,000 compounds, 4.7% hits
SF-295 – SF-295 CNS cancer cells. 79,000 compounds, 5.6% hits
SF-539 – SF-539 CNS cancer. 81,000 compounds, 6.8% hits
SF-268 – SF-268 CNS cancer cells | 82,000 compounds, 3.1% hits
SNB-19 – SNB-19 CNS cancer cells | 81,000 compounds, 2.5% hits | AID 1794751
HT29 – HT29 colon cancer; 81,000 compounds, 7.4% hits; AID 1794748
Starred values were filed as active, the others as inactive; · = not tested or not shown; & = joins results of further samples; ! = not confirmed by another sample. How the source made its calls: active means growth percent below 10; inactive means the rest.

The opening six records, to show the layout:
SMILES	SW-620	SNB-75	KM12	HCC-2998	SF-295	SF-539	SF-268	SNB-19	HT29
Nc1cc(N)c2nc(NCCc3ccc(Cl)c(Cl)c3)cnc2c1	51	58	36	45	89	90	31	66	42
CCCN1CCc2c(sc3c2c(N2CCCC2)nc2nnnn23)C1	100	97	107	115	90	94	101	97	91
CC(C)(C)n1cc(-c2ccnc(NCCNS(=O)(=O)c3ccccc3)c2)c(-c2cccc(O)c2)n1	16	·	43	48	48	52	63	81	16
Oc1ccc(N=Nc2ccc(N=Nc3ccccc3)cc2)cc1	45	87	28	17	8.6*	2.1*	37	58	53
CC(=O)c1[nH]c(Sc2ccccc2)c2ccccc12	99	39	84	111	42	79	79	64	95
OC(c1ccccc1)c1nn(CN2CCOCC2)c(=S)n1-c1ccc(F)cc1 (configuration not stated)	99	99	102	113	95	114	94	93	113

Results (from the top)
SMILES	SW-620	SNB-75	KM12	HCC-2998	SF-295	SF-539	SF-268	SNB-19	HT29
Nc1cc(N)c2nc(NCCc3ccc(Cl)c(Cl)c3)cnc2c1	51	58	36	45	89	90	31	66	42
CCCN1CCc2c(sc3c2c(N2CCCC2)nc2nnnn23)C1	100	97	107	115	90	94	101	97	91
CC(C)(C)n1cc(-c2ccnc(NCCNS(=O)(=O)c3ccccc3)c2)c(-c2cccc(O)c2)n1	16	·	43	48	48	52	63	81	16
Oc1ccc(N=Nc2ccc(N=Nc3ccccc3)cc2)cc1	45	87	28	17	8.6*	2.1*	37	58	53
CC(=O)c1[nH]c(Sc2ccccc2)c2ccccc12	99	39	84	111	42	79	79	64	95
OC(c1ccccc1)c1nn(CN2CCOCC2)c(=S)n1-c1ccc(F)cc1 (configuration not stated)	99	99	102	113	95	114	94	93	113
COc1cccc(C(=O)NNc2nc(Cl)nc(Cl)n2)c1	107	87	105	95	101	100	103	93	99
Cc1nc2sc(C(=O)Nc3ccc(S(=O)(=O)Nc4ncccn4)cc3)c(N)c2c(C)c1Br	92	100	101	100	90	100	94	105	90
COC1OC2=NN=C(C)C2C2(C(=O)Nc3ccccc32)C1OC (configuration not stated)	103	85	102	101	119	105	96	99	109
COc1ccc(C2Cc3c(nn(-c4ccc(C)cc4)c(=O)c3C#N)C(O)=C2[N+](=O)[O-])cc1 (configuration not stated)	98	77	92	102	103	86	86	95	115
O=C(Cl)C(Cl)(c1ccccc1)c1ccccc1	·	119	104	106	92	93	101	95	108
CCN1CCN(c2nc(NNC(=O)c3ccccc3)nc(N3CCN(C(c4ccccc4)c4ccccc4)CC3)n2)CC1	5.8*	·	58	32	79	73	77	73	1.3*

Additional structures.
SMILES	SW-620	SNB-75	KM12	HCC-2998	SF-295	SF-539	SF-268	SNB-19	HT29
CCOC(=O)c1c2c(c(C)n1C)-c1nn(Cc3ccc(OC)cc3)cc1CC2	97	103	92	109	100	111	103	95	79
O=C(NNC(=O)[C@@H]1C[C@H](C(=O)O)[C@@H]2CCC[C@@H]21)c1ccncc1	92	87	111	105	100	98	106	104	72
Cc1ccccc1NC(=O)c1sc2nc(C)c(C(=O)/C=C/c3ccccc3)cc2c1N	-10*	-7.4*	9.6*	-37*	14	-34*	12	2.8*	-5.5*
O=C(Nc1cccc([N+](=O)[O-])c1)c1ccccc1Cl	98	101	109	105	94	102	106	107	90
Cc1cc(C)c(C)c(C(=O)O)c1C	98	106	96	103	98	95	100	101	92
O=C(Cn1nnc2ccccc21)N/N=C/c1ccc(F)cc1	90	81	94	90	98	105	106	94	101
COc1cccc(/C=C/C(=O)c2ccccc2)c1O	100	104	99	97	108	102	102	99	104
OCC1OC(n2cnc3c(NCc4ccco4)ncnc32)C(O)C1O (configuration not stated)	19	15	63	24	27	22	45	28	23
COc1cn(CC(=O)O)c(=NC(=O)c2ccc(Cl)cc2)s1	123	88	95	102	104	107	109	116	85
COc1ccc2c(c1)c(CC(=O)[Se]C)c(C)n2C(=O)c1ccc(Cl)cc1	30	·	62	69	13	-17*	-27*	24	2.0*
O=C1Nc2c(ccc(Cl)c2Cl)/C1=C/c1ccc(O)cc1	79	57	86	81	88	98	89	69	95
COC[C@@]1(C)CC[C@]2(C)CC[C@]3(C)C(=CC[C@@H]4[C@@]5(C)CCCNC(C)(C)[C@@H]5CC[C@]43C)C2C1 (some centres not stated)	53	104	61	59	3.5*	63	77	67	23

(continued)
SMILES	SW-620	SNB-75	KM12	HCC-2998	SF-295	SF-539	SF-268	SNB-19	HT29
N#Cc1nnn(-c2ccc(S(N)(=O)=O)cc2)c1N	95	85	103	100	100	98	97	97	91
CC(=O)N1N=C(c2ccc(-n3ccc(C(F)(F)F)n3)c(F)c2)CC1c1ccc[nH]1 (configuration not stated)	107	103	101	111	99	102	104	100	102
CCCCc1oc2ccccc2c1C(=O)c1ccc(O)cc1	100	62	76	460	175	82	94	91	103
CC(=O)/C=C/c1ccc(N(C)Cc2ccc(C(C)(C)C)cc2)cc1	88	102	95	100	89	99	102	110	78
O=C(/C=C/Nc1ccc(S(=O)(=O)O)cc1)c1ccccc1	100	95	102	110	100	98	98	93	102
Nc1ncnc2c1ncn2C1OC(CO)C(O)C1O (configuration not stated)	106&85&112	91&50&99	114&112&116	107&31&105	100&104&105	91&98&109	102&121&106	100&68&106	98&36&109
CC(=O)c1sc(/N=C2\NC(=O)/C(=C3/C(=O)N(C)c4ccc(Cl)cc43)S2)nc1C	119	105	94	112	101	94	98	99	98
O=C(CN1CCN(c2cc3c(cc2F)c(=O)c(C(=O)O)cn3C2CC2)CC1)N/N=C/c1ccc(Cl)cc1	100	96	103	100	93	100	104	94	91
O=C(Nc1ccccn1)c1cc2cc(Nc3nc(-c4ccccc4)nc4ccccc34)ccc2oc1=O	104	97	97	94	110	103	101	106	103
COc1cc(C)cc2oc3oc(=O)c(C(=O)c4cc5cc(Br)ccc5o4)cc3c(=O)c12	101	87	107	110	103	97	95	100	110
CC(C)(C)Nc1c(-c2cccnc2)nc2sccn12	106	·	97	107	99	95	100	96	97
Clc1ccc(-c2nnc(Cc3nc4ccccc4nc3Cl)o2)cc1	108	94	100	106	99	100	101	97	123

(listing goes on)
SMILES	SW-620	SNB-75	KM12	HCC-2998	SF-295	SF-539	SF-268	SNB-19	HT29
FC(F)(F)c1cc(CNc2ncc(Br)c(Cl)n2)cc(C(F)(F)F)c1	105	95	105	102	·	97	102	112	106
CCOP(=O)(OCC)/C(C#N)=C/c1ccc([N+](=O)[O-])cc1	101	92	106	95	97	97	103	97	100
CCN1C(=O)N(CC)C2C1NN=c1s/c(=C\c3ccc(F)cc3)c(=O)n12 (configuration not stated)	20	-1.8*	7.3*	19	14	-15*	53	28	3.5*
CC1(C)N=C(N)N=C(N)N1c1cccc(OCCCOc2cccc(NC(=O)CBr)c2)c1	98	86	104	105	96	102	104	96	97
COc1cc(C2CC(c3ccc(Oc4ccc(Br)cc4)cc3)=NN2c2nc(-c3ccc(F)cc3)c(C#N)c(N3CCOCC3)n2)cc(OC)c1OC (configuration not stated)	108	82	107	109	105	92	103	97	104
N=c1c2cc(-c3ccccc3)oc2ncn1NC(=O)c1cccnc1	106	·	99	104	94	97	97	98	97
CCOP(=O)(OCC)c1nc(-c2ccc(C)cc2)oc1NCCCI	74	85	95	92	77	88	75	80	64
FC(F)(F)c1cc(Nc2ccc3c(OCCCN4CCOCC4)cccc3n2)ccc1Cl	1.5*	41	-0.3*	35	0.2*	36	55	36	-23*
COc1ccc(CSc2nc3ccc(C)cc3c(=O)n2-c2ccc(OC)cc2OC)cc1	101	87	99	106	92	103	101	94	103
CCOC(=O)c1c[nH]c(=O)cc1O	107	83	102	102	99	99	97	98	109
OCC1OCOC2COCOC12 (configuration not stated)	101	112	108	116	103	93	108	102	105
NCc1cccc(CN)c1	109	98	107	103	101	106	107	99	113

(more compounds)
SMILES	SW-620	SNB-75	KM12	HCC-2998	SF-295	SF-539	SF-268	SNB-19	HT29
CCOC(=O)c1cc2c([nH]c1=O)-c1cnn(-c3ccc(Cl)cc3)c1CC2	104	86	114	111	94	92	120	110	104
O=C1c2cccc3cccc(c23)C(=O)N1c1nccs1	91	72	89	98	102	90	106	99	99
NS(=O)(=O)c1ccc(C(=O)N/N=C(/CS(=O)(=O)c2ccccc2)c2cc3ccccc3oc2=O)cc1	99	82	96	107	101	101	97	99	101
NC(c1ccccc1)c1ccccc1	104	92	103	107	92	107	100	104	95
O=C(Nc1ccccc1)OCCN1CCOCC1	97	92	101	108	98	99	107	96	100
CCc1cc2c(cc1C(C)=O)C(C)CCC2(C)CC (configuration not stated)	117	87	108	98	95	106	108	104	90
COc1ccccc1OCc1ccccc1	105	91	114	100	99	106	109	96	96
CCOC(=O)/C=C1\S/C(=N\Nc2cc(=O)[nH]c3ccc(Br)cc23)N(Cc2ccccc2)C1=O	94	81	93	109	101	91	96	92	109
CCOC(=O)c1ccc(NC(=O)C(F)(F)F)cc1	101	108	87	105	98	89	99	108	100
Cc1nc2c(N)nn(C)c2nc1C	99	96	103	102	·	102	106	105	103
CSc1nn2c(-c3ccc(Cl)cc3)ccnc2c1C#N	83	83	84	98	89	63	80	89	84
COC(=O)C(N)CCCN=C(N)NC(=S)Nc1ccc(Cl)cc1 (configuration not stated)	99	46	95	106	98	95	80	92	105

Next part.
SMILES	SW-620	SNB-75	KM12	HCC-2998	SF-295	SF-539	SF-268	SNB-19	HT29
CC(=O)OC1C=CCC2C(=O)OC(=O)C12 (configuration not stated)	108	92	106	99	102	100	108	112	104
N#Cc1ccc([N+](=O)[O-])o1	106	109	102	117	100	101	103	101	94
CCc1ccc(C(C)=O)cc1	102	93	113	106	104	111	114	103	91
COc1ccc(NC(=O)c2c(Nc3ccccc3)nn3cc(-c4nc5ccccc5s4)c(N)nc23)cc1	102	90	107	106	99	99	98	100	101
CS(=O)(=O)c1nnc(-c2ccccc2)s1	85	103	93	103	106	106	95	107	82
O=P(O)(O)c1ncc(-c2ccc(C(F)(F)F)cc2)c(NC2CCCCCC2)n1	92	87	83	100	65	100	98	99	77
CC(=O)Nc1c(C)cc(O)cc1C	106	91	104	99	97	90	104	102	96
COc1cc(-c2nc3ccc([N+](=O)[O-])cc3[nH]2)ccc1OCC(=O)NN	83	93	92	97	100	92	77	91	102
CCc1ccc(-c2ccc(=O)n(-c3ccc(S(N)(=O)=O)cc3)n2)cc1	7.2*	·	14	54	18	44	42	58	12
O=C1NC(=S)S/C1=C/c1ccc2c(c1)OCO2	105	76	105	106	112	98	97	100	110
COC[C@H](C)n1c(C2CCOCC2)nc2cnc3cc(-c4c(C)noc4C)c(OC)cc3c21	64	31	54	57	54	41	77	65	23
CCCCCCC(CCCC)COC(=O)c1ccc(Cl)cc1 (configuration not stated)	109	95	108	121	102	106	102	109	121

The results go on.
SMILES	SW-620	SNB-75	KM12	HCC-2998	SF-295	SF-539	SF-268	SNB-19	HT29
Nn1c(N/N=C/c2c[nH]c3ccccc23)n[nH]c1=S	104	90	105	103	103	97	101	99	109
COC(=O)C1CCC(C)C(=O)C1 (configuration not stated)	106	85	115	111	99	110	114	100	119
Cc1ccc(-c2ccnc(/N=C(\N)Nc3ccc(S(=O)(=O)Nc4nc(C)cc(C)n4)cc3)n2)cc1	108	111	107	127	97	102	114	101	107
Nc1nc(SCc2ccccc2)c2ncn(C3OC(CO)C(O)C3O)c2n1 (configuration not stated)	105	102	101	105	119	104	107	98	110
C(=N/OCc1ccccc1)/c1cccnc1	101&107	107&102	104&114	101&105	99	95&100	99&111	112&107	97&99
CC(=O)Nc1nc2c(s1)Nc1cc(C)c(C)cc1NC2=O	120	94	97	108	100	104	100	95	99
COC(=O)c1cc(=O)n(Cc2ccco2)c(=Nc2ccccc2)s1	98	55	87	96	83	98	100	99	94
O=c1oc2cc([N+](=O)[O-])ccc2c2ccccc12	109	95	109	101	116	104	111	102	104
N#Cc1c(-c2ccccc2Cl)c2c(Br)cc3ccccc3c2oc1=O	112	91	98	111	99	99	95	98	98
O=C1/C(=C/c2cccs2)SC(=S)N1CC(=S)C1CCS(=O)(=O)C1 (configuration not stated)	112	84	71	82	55	88	75	95	104
CCn1cc(C(=O)NNC(=S)Nc2cccc(C)c2)c(=O)c2ccc(C)nc21	65	68	67	82	60	88	66	67	68
Cc1nc(Nc2ccc(NC(=S)Nc3ccccc3)cc2)nc2nc(SCc3ccccc3)[nH]c(=O)c12	108	104	107	111	169	63	98	102	120

Following part.
SMILES	SW-620	SNB-75	KM12	HCC-2998	SF-295	SF-539	SF-268	SNB-19	HT29
COc1cc(OC)c2c(c1)O[C@@]1(OC)[C@H](c3ccccc3)CC(=O)[C@@]21O	105	·	105	100	103	104	101	100	116
Cc1cc(=O)oc2c1ccc1oc(C#N)c(C)c12	96	93	104	106	102	99	100	100	93
Cc1cc([N+](=O)[O-])ccc1NC(=O)CSC#N	108	97	104	112	113	102	105	102	101
CCCCCNC(C)(C)COC(=O)c1ccc([N+](=O)[O-])cc1	93	101	107	115	98	116	110	98	110
CCN(CC)CCOc1ccccc1/C=C/c1noc2ccccc12	84	80	88	97	83	85	85	85	56
O=S1OC(c2ccccc2)C(c2ccccc2)O1 (configuration not stated)	108	84	95	95	99	95	100	99	94
O=C(/C=C/c1ccccn1)c1ccccc1O	74&46	75	48&40	9.5*!	92&69	81&42	62&72	82&77	29&38

Three entries picked at random from those above, as already listed:
SMILES	SW-620	SNB-75	KM12	HCC-2998	SF-295	SF-539	SF-268	SNB-19	HT29
CC(C)(C)n1cc(-c2ccnc(NCCNS(=O)(=O)c3ccccc3)c2)c(-c2cccc(O)c2)n1	16	·	43	48	48	52	63	81	16
CC(C)(C)Nc1c(-c2cccnc2)nc2sccn12	106	·	97	107	99	95	100	96	97
NC(c1ccccc1)c1ccccc1	104	92	103	107	92	107	100	104	95
